# High-throughput results as filed in PubChem BioAssay.
# ASAP1 inh: inhibitors of human ASAP1 ArfGAP activity | ASAP1-stimulated ARF1 GTP hydrolysis, GDP FP detection | inhibition, % at 16.5 µM | actives 0.19% (n = 360,000); in the data active = inhibition above about 25%;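 also: 0% = vehicle with enzyme and substrate and 100% = no enzyme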
# GC-A act: GC-A (human) enzyme activation; P16066; HEK293 GC-A cells, cGMP TR-FRET, EC30 ANP; 0% at EC30 ANP, 100% saturating ANP; activation, % at 10 µM; actives 0.14% (n = 370,000); AID 1671463; in the data active = activation above about 40%
# Rev-erbA mod: Rev-erb alpha (human) modulation. actives 0.79% (n = 370,000). activity, % at 10 µM. AID 1259318. Rev-erbα–FITC-DNA binding, fluorescence polarization, 90 min;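 active = activity above about 14%, limit read from the data; passing the limit was not always enough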;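 also: 0% = DMSO wells with 35 nM protein and 100% = DMSO wells with 750 nM protein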
# ARFGAP1 inh: inhibitors of rat ARFGAP1. Q62848. Arfgap1-stimulated ARF1 GTP hydrolysis, GDP FP detection. inhibition, % at 16.5 µM. actives 0.26% (n = 360,000). AID 651572;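 active = inhibition above a per-plate limit, mean inhibition of low control wells plus 3 SD, cut at about 25% in these data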;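 also: 0% = DMSO wells with enzyme and 100% = wells lacking Arfgap1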
#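 Material – truncated rat Arfgap1 GAP domain · Buffer or medium – HEPES-based buffer, pH 7.5 · Reagent – human ARF1(Δ1-17)-GTP substrate · Dosing – 16.5 µM single point, 1.26% DMSO · Schedule – GTP hydrolysis reaction 2 h at 25 °C · Technique – GDP detection by fluorescence polarization · Benchmarks – No-Arfgap1 wells (100%) versus DMSO full-reaction wells (0%) · Repeats – single replicate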
# rCAG RNA binder: binds r(CAG) RNA repeats | r(CAG) RNA repeat, TO-PRO-1 dye displacement fluorescence | inhibition, % at 3 µM | actives 1.3% (n = 370,000);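 active = inhibition above the plate cutoff, the mean of all test compounds on that plate plus 3 SD, cut at about 35% in these data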;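 also: 0% = DMSO alone and 100% = 100 µM mitoxantrone as full dye displacement; higher means more dye released from RNA so lower well fluorescence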
# NPR2 activator: GC-B (human) receptor activation | P20594 | HEK293-GC-B cells, CNP EC30, cGMP TR-FRET; 0% at EC30 CNP, 100% saturating CNP | activation, % at 10 µM | actives 0.11% (n = 370,000);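 active = activation at 10 µM reaching about 35% in either raw or pattern-adjusted values, limit read from the data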
# Target sequence (P20594 whole entry, looked up): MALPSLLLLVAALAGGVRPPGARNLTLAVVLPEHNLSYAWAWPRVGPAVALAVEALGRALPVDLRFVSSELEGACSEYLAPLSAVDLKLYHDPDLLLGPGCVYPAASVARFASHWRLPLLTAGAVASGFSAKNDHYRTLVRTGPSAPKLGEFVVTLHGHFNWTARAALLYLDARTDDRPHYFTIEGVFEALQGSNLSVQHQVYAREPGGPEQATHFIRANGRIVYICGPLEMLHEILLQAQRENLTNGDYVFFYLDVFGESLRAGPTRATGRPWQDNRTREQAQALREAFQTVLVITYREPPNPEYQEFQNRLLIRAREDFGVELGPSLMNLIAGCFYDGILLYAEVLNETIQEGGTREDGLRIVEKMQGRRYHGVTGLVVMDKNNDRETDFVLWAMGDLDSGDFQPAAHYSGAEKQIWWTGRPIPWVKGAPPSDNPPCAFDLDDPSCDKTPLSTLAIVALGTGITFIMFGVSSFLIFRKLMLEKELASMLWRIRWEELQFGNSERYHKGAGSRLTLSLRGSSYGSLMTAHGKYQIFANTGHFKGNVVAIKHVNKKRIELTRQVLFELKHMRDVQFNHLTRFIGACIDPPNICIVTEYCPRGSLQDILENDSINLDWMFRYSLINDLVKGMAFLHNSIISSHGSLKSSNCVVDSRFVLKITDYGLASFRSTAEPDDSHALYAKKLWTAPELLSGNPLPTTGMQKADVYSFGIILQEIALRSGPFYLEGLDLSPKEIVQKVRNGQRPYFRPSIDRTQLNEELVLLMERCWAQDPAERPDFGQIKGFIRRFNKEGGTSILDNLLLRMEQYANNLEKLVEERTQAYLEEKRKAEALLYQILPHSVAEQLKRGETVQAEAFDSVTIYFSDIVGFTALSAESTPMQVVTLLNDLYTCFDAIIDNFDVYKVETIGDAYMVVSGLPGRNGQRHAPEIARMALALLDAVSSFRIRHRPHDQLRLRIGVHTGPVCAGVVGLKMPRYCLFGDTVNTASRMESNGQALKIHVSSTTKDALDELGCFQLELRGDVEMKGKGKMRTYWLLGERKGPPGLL
# SMARCA2 act: SMARCA2 function activation, primary screen. MG213 cells, MMTV-luciferase reporter, dexamethasone, overnight. activation, % at 9.1 µM. actives 1% (n = 370,000). AID 652017; in the data active = activation above about 7.8%;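 also: 0% = vehicle wells and 100% = reference activator wells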
# HTRA1 inh: HTRA1 (human) protease inhibition; Q92743; recombinant HTRA1, FP-rhodamine activity-based probe, fluorescence polarization; inhibition, % at 5.96 µM; actives 0.5% (n = 340,000); in the data active = inhibition above about 36%;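 also: 0% = enzyme with DMSO and 100% = wells lacking enzyme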
# PG9 Ab binder: small molecules binding HIV-1 gp120 antibody PG9. TR-FRET gp120-PG9 antibody binding. inhibition, % at 6.7 µM. actives 0.43% (n = 360,000). AID 624416; in the data active = inhibition above about 8.5%
# ABHD4 inh: inhibitors of mouse ABHD4; inhibition, % at 8.92 µM; AID 720543; Q8VD66; purified mABHD4, FP-Rh probe fluorescence polarization; actives 0.54% (n = 370,000);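 active = inhibition exceeding the mean over every tested compound plus 3 SD, cut at about 30% in these data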;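 also: 0% = plate median of compound wells and 100% = S159A mutant with DMSO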
#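 Material: mouse ABHD4 enzyme, wild type; Benchmarks: S159A mutant high control, sample median low control; Buffer or medium: HEPES pH 7.0, NaCl, Pluronic buffer; Signal: fluorescence polarization; Read-out: percent inhibition of probe binding, normalized to plate controls; Timing: pre-incubation 45 min, probe exposure 60 min, at 25 °C; Dosing: 8.92 µM, single dose.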
# Numbers without * were called inactive; x = not tested or not shown. Outcome played no part in choosing rows; any-hit rate near 4.4%.
SMILES,ASAP1 inh,GC-A act,Rev-erbA mod,ARFGAP1 inh,rCAG RNA binder,NPR2 activator,SMARCA2 act,HTRA1 inh,PG9 Ab binder,ABHD4 inh
COc1ccc(CN(CC(=O)NCc2ccccc2)C(=O)c2csnn2)cc1,-6,-2,-3,-8,-6,6,-4,34,-1.9,5
CCCN(CC(=O)Nc1ccccc1C)C(=O)c1cc2ccccc2oc1=O,5,-1,4,-10,1,-3,-2,-1,0.1,1
CCOc1cc(/C=N/Nc2cc(C)nc3ccc(C)cc23)ccc1O,1,-3,5,7,-5,-5,-1,-32,1.1,5
CC(=O)c1cccc(NC(=O)N2CCN(S(C)(=O)=O)CC2)c1,x,-1,2,x,x,2,x,0,x,x
CCOC(=O)C1CCCN(c2c(C(=O)c3ccccc3)cnc3ccc(OC)cc23)C1 (stereo unspecified),-5,-14,-1,8,2,-9,0,-10,1.1,0
O=[N+]([O-])c1c(Nc2ccccc2O)ccc2nonc12,4,-9,8,14,1,-3,-2,-1,-4.4,0
Cc1ccc(C2(C)NC(=O)N(CC(=O)c3ccc4c(c3)OCCO4)C2=O)cc1 (stereo unspecified),9,1,-1,-10,6,2,1,-7,0.0,5
CCn1c(N2CCN(C(=O)/C=C/c3ccccc3)CC2)nc2ccccc21,5,-19,-6,-8,-7,-13,-1,0,-0.7,-4
COc1cccc(C(=O)Nc2nnc(-c3ccc(Cl)cc3)o2)c1,-8,1,2,6,14,2,-5,-3,-0.9,-8
Cc1cccc(NC(=O)Cc2ccc(-c3ccccc3)cc2)n1,1,5,-3,16,2,0,-1,-19,-2.5,3
O=C(O)C[C@H]1c2cc(F)ccc2S(=O)(=O)N1C1CCCCC1,7,0,2,-13,3,11,0,-4,-0.3,-4
O=S1(=O)CC(N2CCSCC2)CN1Cc1cn(Cc2ccc(F)cc2)nn1 (stereo unspecified),6,-2,2,-7,0,3,-2,x,-0.2,7
CCO[C@H]1OC(C(=O)NCc2ccccc2)=C[C@@H](c2coc3ccccc3c2=O)[C@@H]1CCCO,0,1,-5,-12,-2,6,0,-7,1.8,-12
Cc1ccc(CC(=O)N(C)CC(=O)Nc2ccc(N3CCOCC3)cc2)cc1C,-2,1,-5,-3,-2,-2,-2,3,0.4,6
Nc1nnc(-c2cn(-c3ccccc3)nc2-c2ccc(Cl)cc2)o1,1,-1,-2,-14,11,-13,-6,-14,-0.3,-2
CCOc1ccc(CCNC(=O)c2ccc(CS(=O)Cc3ccccc3Cl)o2)cc1 (stereo unspecified),5,-8,-5,13,-7,2,1,-2,0.0,-2
CC1(c2ccc(Cl)cc2)NC(=O)N(CC(=O)N2CCN(C(=O)c3cccs3)CC2)C1=O (stereo unspecified),-10,-1,4,1,3,-4,-6,3,0.9,-7
CC(Nc1ccnc2cc(Cl)ccc12)c1ccc(S(N)(=O)=O)cc1 (stereo unspecified),4,-2,-3,5,3,1,-4,-5,1.5,3
CC(C)(C)c1ccccc1NC(=O)CN1C(=O)NC(Cc2ccccc2)C1=O (stereo unspecified),2,0,-1,-13,-5,4,-1,2,0.4,-3
COc1cc(/C=C/c2cc(C(=O)O)c3ccccc3n2)ccc1OC(F)F,4,2,7,10,16,1,6,-6,2.0,-15

# The last four records of the part above are carried over, then new ones follow:
SMILES,ASAP1 inh,GC-A act,Rev-erbA mod,ARFGAP1 inh,rCAG RNA binder,NPR2 activator,SMARCA2 act,HTRA1 inh,PG9 Ab binder,ABHD4 inh
CC1(c2ccc(Cl)cc2)NC(=O)N(CC(=O)N2CCN(C(=O)c3cccs3)CC2)C1=O (stereo unspecified),-10,-1,4,1,3,-4,-6,3,0.9,-7
CC(Nc1ccnc2cc(Cl)ccc12)c1ccc(S(N)(=O)=O)cc1 (stereo unspecified),4,-2,-3,5,3,1,-4,-5,1.5,3
CC(C)(C)c1ccccc1NC(=O)CN1C(=O)NC(Cc2ccccc2)C1=O (stereo unspecified),2,0,-1,-13,-5,4,-1,2,0.4,-3
COc1cc(/C=C/c2cc(C(=O)O)c3ccccc3n2)ccc1OC(F)F,4,2,7,10,16,1,6,-6,2.0,-15
O=S(=O)(Nc1cc(S(=O)(=O)N2CCOCC2)ccc1NCC1CCCO1)c1ccc(F)cc1 (stereo unspecified),-3,-3,-6,-8,19,-1,-1,5,0.4,-2
Cc1ccc(NC(=O)Nc2cccc(C)n2)c(C)c1,15,2,-10,3,3,2,3,2,-0.9,0
O=C(COc1ccc(S(=O)(=O)N2CCCC2)cc1Cl)NC1CC1,-2,3,7,6,3,2,-4,3,0.4,0
CCOC(=O)c1c(C)c(C(=O)NCc2ccccc2OC)c(C)n1C,2,5,-2,-2,-4,7,3,7,-2.8,3
Cc1ccc(CNC(=O)c2coc(=O)c3ccccc23)o1,8,1,3,9,13,1,-2,5,-1.8,0
O=C(COC(=O)c1ccc(F)cc1)Nc1ccc2c(c1)OCO2,2,2,-3,-3,5,4,3,3,-0.7,-3
CC(C)OC(=O)CSc1nnc(CNc2ccc(Cl)cc2)n1C,7,0,3,1,-1,-4,0,5,0.7,5
CCCC1NC(=O)c2cccnc2-n2c1nc1cc(F)c(F)cc1c2=O (stereo unspecified),-14,-5,2,-14,1,-10,-3,1,-0.7,-3
Brc1ccccc1OCCCN1CCOCC1,-8,0,3,0,-4,1,3,-7,-0.4,15
Fc1ccccc1NC(=S)N(CCN1CCCCC1)Cc1ccco1,1,-17,-1,1,-2,-8,-1,-2,0.3,-11
Cc1ccc(S(=O)(=O)Nc2ccc3c(c2)nc2n3CCN(Cc3ccccc3)C2)cc1,-6,-3,4,8,16,5,3,-9,-1.0,7
O=C(Nc1ncc2c(n1)CC(c1ccc(Cl)cc1)CC2=O)c1ccco1 (stereo unspecified),8,-1,-1,-6,2,-4,-5,-14,0.2,-11
Cc1ccccc1N(CC(=O)NC1CCCC1)C(=O)C1(C)CC(=O)N=C2C=CC(Cl)=CN21 (stereo unspecified),9,1,3,-3,-2,-3,-3,2,1.2,2
Cc1ccc(N=N/C(=C\O)C(=O)c2ccncc2)cc1,-4,-3,0,-6,-5,-6,1,-17,-4.3,-10
COc1ccc(N2CCN(CCNC(=O)c3ccc4nc5ccccc5c(=O)n4c3)CC2)cc1,10,4,-4,7,0,3,-4,4,-2.8,6
O=C(NCCc1ccc(Cl)cc1)Nc1ccc(F)cc1,-7,-1,-5,1,-1,-14,2,-5,-0.3,-14
CCOC(=O)c1c(NC(=O)COC(=O)Cn2cnc3c2c(=O)n(C)c(=O)n3C)sc(C)c1CC,-5,1,-5,9,0,-4,-1,1,0.3,1
CCOc1ccc2ccccc2c1C1NC(=O)NC(C)=C1C(=O)OCCOC (stereo unspecified),-1,-2,3,7,6,4,0,-6,-0.5,1
Fc1ccc(NCc2nnc(SCc3nnc(-c4ccccc4)o3)n2Cc2ccccc2)cc1,-5,-8,-7,11,2,-8,-5,-12,0.4,-11
C=CCC[C@@H](Cc1ccc(F)cc1)C(=O)OC[C@H]1CCCN1C(=O)[C@@H](CC=C)CC(=O)N[C@H](CO)Cc1ccccc1,2,-3,1,10,0,-1,0,-26,-0.8,-1
O=C(Nc1c(-c2ccc(F)cc2)nc2ncccn12)C1CC1,x,0,1,x,1,0,-2,x,x,1
COc1ccc(CN(C)C(=O)c2ccc(Oc3ccccc3)cc2)cc1F,4,0,6,17,1,4,-2,-28,-1.0,-5
CCOC(=O)c1ccccc1NC(=O)Cn1c(-c2nonc2N)nc2ccccc21,-7,-32,4,2,14,-22,-1,-19,-1.8,-4
O=C(NC1CC1)C1=C[C@H](c2csc3ccccc23)C[C@H](OCc2ccc(CO)cc2)O1,13,-5,1,3,6,4,2,-25,0.2,-3
Cc1ccc(C(c2nnnn2C2CCCC2)N2CCc3ccccc32)cc1 (stereo unspecified),7,-9,2,3,8,-5,1,-16,-0.5,2
O=C(Nc1ccccn1)c1ccc(-c2ccccc2)cc1,-8,1,3,10,2,-1,-2,-7,1.0,-1
Cc1cc(C)n(-c2ncnc3ccccc23)n1,14,1,-1,12,-2,2,4,3,-0.9,5
CCN(C(=O)CSc1nnc(Cc2ccccc2F)n1N)C1CCS(=O)(=O)C1 (stereo unspecified),7,8,1,5,4,-3,1,5,0.7,-2
C=CCNCCCCOc1ccccc1,4,1,-3,0,1,3,-2,4,-1.2,-2
CCOc1cccc(C(=O)Nc2nccs2)c1,6,-1,7,16,-3,2,-3,-1,2.3,-6
COc1ccc(C2C=CC(=O)CC2)c(OC)c1 (stereo unspecified),-5,0,0,0,4,-1,-2,x,1.8,10
CCCC1CC(C#N)N(N(C)C)C1=C(C#N)C#N (stereo unspecified),-15,-2,3,-8,-3,5,-4,11,1.0,2
COc1ccc2[nH]c(=O)c(CN(C(C)=O)c3ccc(C)cc3C)cc2c1,-10,-15,6,-8,-5,-9,-1,-2,-0.6,-1
COC(=O)/C(=C1/Oc2cc3c(cc2S1)OCO3)C(F)(F)F,-16,3,0,-4,-2,1,-3,-6,-1.1,2
CCN1C(=O)[C@H]2[C@@H](c3ccc(Cl)cc3)N3C(=O)CN(CCOC)C(=O)[C@@]3(Cc3ccccc3)[C@H]2C1=O,-10,-4,-2,-1,3,-4,0,-1,1.0,-9
CCCCN1CC[C@H](C)Oc2cc(Br)ccc2S1(=O)=O,x,-9,3,x,1,-3,-2,x,x,-6
Cc1ccc(CN(C)C(=O)c2ccccc2Sc2ccccc2C#N)cc1,-7,-7,-3,3,-6,-5,0,-19,-1.2,4
Nc1ccc2nc(-c3cccs3)[nH]c2c1,3,x,x,8,4,x,-1,7,-4.3,31*
CCC(=O)Nc1ccc2c(c1)Cc1cc([N+](=O)[O-])ccc1-2,-2,24,6,12,7,24,2,1,-0.3,6
COc1ccc(N2CCN(c3nc(-c4cccs4)nc4ccccc34)CC2)cc1,6,-3,-2,7,0,-4,3,-6,-1.9,-3
Cc1ccc2nc(Cl)c(CNCc3ccccc3)cc2c1,1,-4,-6,5,-6,-1,3,-16,-0.1,-4
COc1ccccc1NC(=O)COC(=O)c1cc(C)nc2ccccc12,5,3,0,-1,5,-2,1,-13,0.7,-18
COc1ccc(-c2nnc(SCC(=O)Nc3ncc(C(F)(F)F)cc3Cl)n2CC(C)C)cc1,1,-2,-1,8,-10,5,-2,-1,-0.8,3
COc1ccc(C(NC(=O)C(C)C)c2ccc3cccnc3c2O)cc1 (stereo unspecified),9,-2,1,1,1,4,-4,34,0.8,11
Cn1c(SCC(=O)Nc2ccc(N3CCOCC3)cc2)nnc1C1CC1,-9,-1,4,11,4,3,0,7,-1.1,0
NS(=O)(=O)c1ccc(CNC(=O)C2(c3ccc(Cl)cc3)CC2)cc1,13,-6,3,-11,2,0,-2,5,-0.6,-3
COc1cccc(CNC(=O)COC(=O)c2cccc(S(=O)(=O)N3CCN(C(C)=O)CC3)c2)c1,0,3,2,8,0,1,0,1,-2.2,1
